# High-throughput results (PubChem BioAssay)
# Growth percent in the NCI-60 one-dose screen (48 h, 10 µM unless noted): 100 = growth as untreated, 0 = no growth, -100 = all killed.
# HCT-15 = HCT-15 colon cancer; 82,000 tested, 5.2% active
# HCC-2998 = HCC-2998 colon cancer; 79,000 tested, 4.7% active; AID 1794799
# HCT-116 = HCT-116 colon cancer; 82,000 tested, 7.3% active; AID 1794798
# HT29 = HT29 colon cancer; 81,000 tested, 7.4% active; AID 1794748
# SW-620 = SW-620 colon cancer. 82,000 tested, 5.2% active. AID 1794795
# SNB-75 = SNB-75 CNS cancer; AID 1794750; 79,000 tested, 5% active
# SNB-19 = SNB-19 CNS cancer cells | 81,000 tested, 2.5% active | AID 1794751
# KM12 = KM12 colon cancer cells; 82,000 tested, 5% active; AID 1794800
# COLO 205 = COLO 205 colon cancer. 79,000 tested, 7.3% active
# The depositor's hits bear a star; / = not tested or not shown; & = joins results of further samples. Rule for the calls: active = growth percent below 10; inactive = the rest. This is a subset (hit frequency here may not be typical).
SMILES,HCT-15,HCC-2998,HCT-116,HT29,SW-620,SNB-75,SNB-19,KM12,COLO 205
OCC(O)CN1CCN(c2ccccc2)CC1 (stereo unspecified),103,100,103,107,104,109,104,101,105
CC(/C=C/c1ccc(Cl)cc1)=N\OCC(N)=O,101,106,89,107,106,85,81,104,97
Nc1ccc(S(=O)(=O)NCc2ccccc2)cc1,98,101,85,95,101,97,102,101,109
NC(=O)NC(=O)Cc1ccccc1,99,106,105,102,106,110,100,109,102
Nc1cc(=O)[nH]c(N)n1,108,102,103,103,104,99,/,110,/
COc1ccc2c(c1)c(-c1nnc(N)nc1-c1cn(C)c3ccc(F)cc13)cn2C,89,103,82,96,94,37,92,102,101
Cn1cc(C(=O)c2nc(-c3cn(C)c4ccccc34)no2)c2ccccc21,41,96,98,98,109,111,106,24,107
COc1cc(C(=O)NCCCCCC(=O)O)cc(OC)c1OC,104,99,102,102,101,68,109,103,110
COC(=O)Nc1nc2ccc(S(=O)c3ccccc3)cc2[nH]1 (stereo unspecified),46,74,39,17,27,73,75,32,67
Cc1nc(Nc2n[nH]c3c2CN(C(=O)N[C@H](CN(C)C)c2ccccc2)C3(C)C)c2sccc2n1,20,-55*,-10.0*,-30*,1.2*,-80*,0.1*,-13*,-89*
CCCCOC(=O)c1ccc(N)cc1,92&93,106&104,99&99,107&96,105&104,107&99,91&99,103&94,126&112
COc1cc(N2CCC(N(C)C)CC2)ccc1Nc1ncc(Cl)c(Nc2ccccc2P(C)(C)=O)n1,7.3*,/,-20*,-4.7*,-1.3*,-83*,15,-1.6*,-63*
C#C[C@]1(OC(C)=O)CCC2C3CCC4=C/C(=N/O)CCC4C3CC[C@@]21CC (stereo partly specified),77,99,60,74,97,124,91,84,100
Cc1ccc([C@@H]2C[C@@H]3Cc4ccc5ccccc5c4N2O3)o1,99,107,93,/,92,91,94,94,103
O=C(O)/C=C\c1ccc(O)cc1,102,97,98,91,/,113,113,105,117
C#CC(=O)N(c1ccc(OC)cc1OC)C(C(=O)NCC(=O)OCC)c1cccs1 (stereo unspecified),57,110,42,-7.9*,2.0*,-71*,77,28,35
CCN(CC)S(=O)(=O)c1ccc(C(=O)O)cc1,97,104,96,104,101,77,105,106,114
Cn1cnc2c(F)c(Nc3ccc(Br)cc3F)c(C(=O)NOCCO)cc21,62,0.4*,19,6.3*,21,86,51,28,-2.5*
CCCN(CCC)C(=O)C(CCC(=O)O)NC(=O)c1ccccc1 (stereo unspecified),108,104,103,104,106,93,109,107,108
O=C(Nc1ccc(OCc2ccc(C(F)(F)F)cc2)cc1)c1ccc2nc(NS(=O)(=O)c3ccc4ccccc4c3)sc2c1,85,112,89,87,98,96,93,82,111
O=C(Nc1cccc(Br)c1)Nc1ccc2nc(NS(=O)(=O)c3ccc4ccccc4c3)sc2c1,97,101,103,115,101,85,89,104,115
CN(C)CCC[C@@]1(c2ccc(F)cc2)OCc2cc(C#N)ccc21,107,101,102,97,99,93,108,104,91
CC(/C=C/c1ccccc1)=N\OC(C)C(=O)NC(C)C (stereo unspecified),103,105,95,114,106,102,108,108,101
Cc1ccc(COc2ccc(NC(=O)c3ccc4nc(NS(=O)(=O)c5ccc6ccccc6c5)sc4c3)cc2)cc1,90,109,83,93,95,94,85,79,107
COC(=O)Nc1nc2ccc(C(=O)C3CC3)cc2[nH]1,-1.3*,-13*,9.3*,1.3*,21,9.5*,13,-0.1*,-34*

# Single records (already shown). Order of screens: HCT-15 | HCC-2998 | HCT-116 | HT29 | SW-620 | SNB-75 | SNB-19 | KM12 | COLO 205
# CN(C)CCC[C@@]1(c2ccc(F)cc2)OCc2cc(C#N)ccc21 in the list: 107 | 101 | 102 | 97 | 99 | 93 | 108 | 104 | 91
# CC(/C=C/c1ccc(Cl)cc1)=N\OCC(N)=O in the list: 101 | 106 | 89 | 107 | 106 | 85 | 81 | 104 | 97
# COc1cc(C(=O)NCCCCCC(=O)O)cc(OC)c1OC in the list: 104 | 99 | 102 | 102 | 101 | 68 | 109 | 103 | 110
# CCN(CC)S(=O)(=O)c1ccc(C(=O)O)cc1 in the list: 97 | 104 | 96 | 104 | 101 | 77 | 105 | 106 | 114
# C#C[C@]1(OC(C)=O)CCC2C3CCC4=C/C(=N/O)CCC4C3CC[C@@]21CC (stereo partly specified) in the list: 77 | 99 | 60 | 74 | 97 | 124 | 91 | 84 | 100

# Returning to the listing; the 3 compounds before the break are reprinted first.
SMILES,HCT-15,HCC-2998,HCT-116,HT29,SW-620,SNB-75,SNB-19,KM12,COLO 205
CC(/C=C/c1ccccc1)=N\OC(C)C(=O)NC(C)C (stereo unspecified),103,105,95,114,106,102,108,108,101
Cc1ccc(COc2ccc(NC(=O)c3ccc4nc(NS(=O)(=O)c5ccc6ccccc6c5)sc4c3)cc2)cc1,90,109,83,93,95,94,85,79,107
COC(=O)Nc1nc2ccc(C(=O)C3CC3)cc2[nH]1,-1.3*,-13*,9.3*,1.3*,21,9.5*,13,-0.1*,-34*
COc1ccc(C2CC(c3ccc(N(C)C)cc3)=NN2c2ccc(S(=O)(=O)NC(=O)NCc3ccccc3)cc2)cc1 (stereo unspecified),70,106,91,107,98,89,90,96,104
O=C1NC(=O)C(c2cnc3ccccn23)=C1c1cn2c3c(cc(F)cc13)CN(C(=O)N1CCCCC1)CC2,57,/,17,23,60,37,71,46,27
O=C(Nc1ccc([N+](=O)[O-])cc1)Nc1ccc([N+](=O)[O-])cc1,105,87,89,99,100,107,100,93,102
COc1ccc(F)c(F)c1C(=O)c1cnc(NC2CCN(S(C)(=O)=O)CC2)nc1N,3.1*,-27*,4.8*,-25*,0.8*,-66*,13,4.8*,-80*
[2H]c1nc(Nc2ncc3cc(C(=O)N(C)C)n(C4CCCC4)c3n2)c([2H])c([2H])c1N1C([2H])([2H])C([2H])([2H])NC([2H])([2H])C1([2H])[2H],80,78,41,28,35,70,62,42,28
CCCCCCCCCCCCCCC/C=C\C(=O)O,96,103,97,104,101,100,97,110,113
Cc1cc(O)c2c(c1)C(=O)c1cccc(O)c1C2=O,59,72,62,91,89,84,89,50,42
Cc1cc(-c2cc(O)ccc2Cl)cc2nnc(Nc3ccc(OCCN4CCCC4)cc3)nc12,-78*,-73*,-58*,-57*,-75*,-91*,-64*,-76*,-61*
C[C@H]1c2cccc(O)c2C(O)=C2C(=O)[C@]3(O)C(O)=C(C(N)=O)C(=O)[C@@H](N(C)C)[C@@H]3[C@@H](O)[C@@H]21,31,27,19,40,66,47,70,54,68
CS(=O)(=O)N1CCc2c(-c3cnc(N)nc3)nc(N3CCOCC3)nc21,9.7*,/,20,6.3*,24,-45*,16,8.0*,-6.6*
CN1CCN(c2cc3c(cc2F)c(=O)c(C(=O)O)cn3-c2ccc(F)cc2)CC1,99,106,96,91,98,55,98,99,107
c1ccc(CNCCNCc2ccccc2)cc1,101,116,103,108,107,87,107,120,109
O=C(/C=C/c1cccs1)c1ccc(Cl)nc1,100,111,91,101,105,95,102,104,108
CN1C(=O)CC(C)(c2ccccc2)C1=O (stereo unspecified),102,100,106,101,109,101,111,102,114
Cc1oncc1C(=O)Nc1ccc(C(F)(F)F)cc1,63,100,79,92,111,80,102,101,101
O=c1[nH]ccc2cc(OC3CCNCC3)ccc12,104,101,92,77,93,49,106,99,99

# 5 successive entries from above, quoted:
SMILES,HCT-15,HCC-2998,HCT-116,HT29,SW-620,SNB-75,SNB-19,KM12,COLO 205
O=C1NC(=O)C(c2cnc3ccccn23)=C1c1cn2c3c(cc(F)cc13)CN(C(=O)N1CCCCC1)CC2,57,/,17,23,60,37,71,46,27
O=C(Nc1ccc([N+](=O)[O-])cc1)Nc1ccc([N+](=O)[O-])cc1,105,87,89,99,100,107,100,93,102
COc1ccc(F)c(F)c1C(=O)c1cnc(NC2CCN(S(C)(=O)=O)CC2)nc1N,3.1*,-27*,4.8*,-25*,0.8*,-66*,13,4.8*,-80*
[2H]c1nc(Nc2ncc3cc(C(=O)N(C)C)n(C4CCCC4)c3n2)c([2H])c([2H])c1N1C([2H])([2H])C([2H])([2H])NC([2H])([2H])C1([2H])[2H],80,78,41,28,35,70,62,42,28
CCCCCCCCCCCCCCC/C=C\C(=O)O,96,103,97,104,101,100,97,110,113
